RGS4 inhibitor – Inhibitors of Regulator of G Protein Signaling (RGS) 4: qHTS; AID 504845, 2011; Potency, µM (top dose mostly 114 µM), without a hit: at the top dose activity change, negative = inhibition, actives largely listed as inhibitors; actives 0.039% (n = 390,000); Transcreener GDP fluorescence polarization, RGS4-accelerated GTP hydrolysis; Regulator of G-protein signaling 4 (Homo sapiens), P49798; further: potency means the concentration at half of the fitted maximal effect; on the % scale 0 is the no-effect control and ±100 the full control effect; nearly all actives have a fitted effect of over 75% in size; some results filed as inactive show a strong effect at the top dose
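MLSMR compounds (23 nl, pin-transferred) preincubated 10 min at room temperature with a 500nM (2x) first reagent, then RGS4 at 900nM (2x) plus Transcreener GDP mix added; fluorescence polarization (620/688 nm) read before and after 90 min at 30 °C.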
HP1b chromo inh – HTS for Inhibitors of HP1-beta Chromodomain Interactions with Methylated Histone Tails. Chromobox protein homolog 1 (Homo sapiens), P83916. AlphaScreen HP1-beta / biotin-H3K9me3 peptide binding. Potency, µM (titrated, usually from 114 µM), for inactives: top-dose activity change, negative = inhibition, most hits filed as inhibitors. actives 0.56% (n = 390,000). AID 540317, 2011; further: potency means the concentration at half of the fitted maximal effect; nearly all actives have a fitted effect of over 70% in size; inactives centre near 23
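Compound inhibition of the preformed complex between 50 nM HP1-beta and 50 nM biotinylated H3K9me3 peptide was read by AlphaScreen. Buffer was PBS pH 7.4 with 0.01% Tween-20. Incubations ran 30 min at room temperature, with 10 ug/mL donor/acceptor beads.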
PI4K2A block – qHTS for small molecular inhibitors of PI4K2A. Phosphatidylinositol 4-kinase type 2-alpha (Homo sapiens), Q9BTU6. purified PI4K2A, ADP-Glo luminescence, 1 h; hits give low values. activity change, negative = inhibition, % at 76.9 µM. actives 0.13% (n = 420,000); in the data active means activity change below about -50%; inconclusive means mostly about -30% to -49%;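 further: -100% = wells without enzyme as full effect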
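ADP-Glo luminescence measured ADP generated by PI4K2A enzyme (4 ug/mL before mixing) with 1.2 mM PI substrate (pre-mix) and 300 microM ATP (pre-mix). Tris pH7.5 buffer with MgCl2, Triton X-100; 1 h reaction at ambient temperature.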
ALOX12 inh – Primary qHTS assay for inhibitors of human arachidonate 12S-lipoxygenase (ALOX12): Round 2. Polyunsaturated fatty acid lipoxygenase ALOX12 (Homo sapiens), P18054. actives 1.1% (n = 580,000). AID 1671190, 2021. Potency, µM (top dose mostly 108 µM), for the others: at the top dose activity change, negative = inhibition, most hits filed as inhibitors. purified 12hLO, xylenol orange hydroperoxide absorbance; further: potency means the concentration at half of the fitted maximal effect; on the % scale 0 is the no-effect control and ±100 the full control effect
Target sequence (P18054 whole entry, looked up): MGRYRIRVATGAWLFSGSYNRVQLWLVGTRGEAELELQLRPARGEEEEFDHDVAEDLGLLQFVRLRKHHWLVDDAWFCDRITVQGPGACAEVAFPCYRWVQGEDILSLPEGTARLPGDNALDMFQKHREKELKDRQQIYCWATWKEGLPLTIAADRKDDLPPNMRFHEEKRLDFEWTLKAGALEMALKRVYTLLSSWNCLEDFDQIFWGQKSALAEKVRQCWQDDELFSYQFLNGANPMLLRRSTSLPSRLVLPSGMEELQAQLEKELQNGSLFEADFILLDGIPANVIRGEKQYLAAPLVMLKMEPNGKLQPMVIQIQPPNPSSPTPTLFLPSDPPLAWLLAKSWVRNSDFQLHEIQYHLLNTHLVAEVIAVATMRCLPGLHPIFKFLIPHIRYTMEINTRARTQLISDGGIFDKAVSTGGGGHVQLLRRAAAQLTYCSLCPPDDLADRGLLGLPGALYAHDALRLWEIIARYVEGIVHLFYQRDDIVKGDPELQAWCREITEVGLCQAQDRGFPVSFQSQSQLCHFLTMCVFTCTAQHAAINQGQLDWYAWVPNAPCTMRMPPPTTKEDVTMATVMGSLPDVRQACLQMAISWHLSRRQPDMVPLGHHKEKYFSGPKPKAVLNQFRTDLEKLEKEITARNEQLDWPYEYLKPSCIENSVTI
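Purified human 12hLO at 150 nM in 25 mM Hepes, 0.01% Triton X-100, pH 7.0, preincubated 15 min at room temperature with compound. Reaction started with 40 uM arachidonic acid, 30 min at room temperature. Hydroperoxide measured by Fe-xylenol orange, 573/405 nm absorbance ratio.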
G9a block – qHTS Assay for Inhibitors of Histone Lysine Methyltransferase G9a; G9a H3K9 monomethylation, AlphaScreen, 2 h; Potency, µM (highest dose often 102 µM), without a hit: top-dose activity, negative = inhibition, hits mostly inhibitors; actives 8.8% (n = 350,000); Histone-lysine N-methyltransferase EHMT2 (Homo sapiens), Q96KQ7; further: potency means the concentration at half of the fitted maximal effect; on the % scale 0 is the no-effect control and ±100 the full control effect; nearly all actives have a fitted effect of over 75% in size
Target sequence (Q96KQ7 913-1193 limits assumed): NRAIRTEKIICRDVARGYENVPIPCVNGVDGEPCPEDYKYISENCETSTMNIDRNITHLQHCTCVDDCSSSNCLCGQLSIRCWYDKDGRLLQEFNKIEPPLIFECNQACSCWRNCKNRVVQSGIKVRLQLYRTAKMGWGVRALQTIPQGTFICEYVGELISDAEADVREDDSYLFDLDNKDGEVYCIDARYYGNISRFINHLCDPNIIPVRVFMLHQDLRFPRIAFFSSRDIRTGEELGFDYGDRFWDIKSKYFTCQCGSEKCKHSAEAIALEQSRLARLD
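G9a (20 nM) preincubated 15 min RT with compounds, then 500 nM biotinylated H3K9 peptide and 20 uM SAM added; 2 h RT reaction. Monomethyl-H3K9 product detected by AlphaScreen with anti-H3K9me1 antibody, streptavidin donor and anti-rabbit IgG acceptor beads.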
BAZ2B block – qHTS Assay for Inhibitors of BAZ2B. Bromodomain adjacent to zinc finger domain protein 2B (Homo sapiens), Q9UIF8. AlphaScreen BAZ2B-H3K14Ac peptide displacement. Potency, µM (titrated, usually from 114 µM), inactives show top-dose activity change, negative = inhibition, actives largely listed as inhibitors. actives 4.4% (n = 360,000). AID 504333, 2011; further: potency means the concentration at half of the fitted maximal effect; on the % scale 0 is the no-effect control and ±100 the full control effect; nearly all actives have a fitted effect of over 60% in size
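Complex of BAZ2B and biotin-H3K14Ac (50 nM apiece) forms over 30 min at RT, then faces library compounds up to 110 uM for another 30 min; AlphaScreen beads added, 20 min dark incubation, luminescence read.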
ERG Ets-DNA blk – qHTS for Small Molecule Inhibitors of the ERG Ets/DNA interaction. Transcriptional regulator ERG (Homo sapiens), P11308. fluorescence polarization, His-ERG Ets domain / labelled DNA. Potency, µM (top dose mostly 76.9 µM), for the others: top-dose FP activity, negative = inhibition, most hits filed as inhibitors. actives 0.028% (n = 370,000). AID 624246, 2012; active means well fitted inhibition curve with a large enough effect in the polarisation, with a control signal flat; inconclusive means small, poorly fitted or top-dose-only effect, or effect the other way, or a change in a side signal; inactive means no such curve, though single readings can be large or run the other way; the % refers to the polarisation;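 further: polarization taken with two DNA probes labelled with fluorescein and Texas red; potency means the concentration at half of the fitted maximal effect; % of control where 0% means no effect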
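His-tagged ERG Ets domain (1 uM in the protein solution; 300mM KCl, 50mM Tris-HCl, 1mM EDTA, 1mM DTT, pH 7.5) received compound, then a probe mix of 5 nM fluorescein-DNA and 100nM Texas-615-DNA. Fluorescence polarization was read for both dyes.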
GLS inhibitor – qHTS for Inhibitors of Glutaminase (GLS). Glutaminase kidney isoform, mitochondrial (Homo sapiens), O94925. GLS enzymatic activity, qHTS titration. Potency, µM (series often up to 45.5 µM), for inactives: at the highest dose activity change, negative = inhibition, actives largely listed as inhibitors. actives 0.21% (n = 410,000); further: potency means the concentration at half of the fitted maximal effect; on the % scale 0 is the no-effect control and ±100 the full control effect
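hKGA; 45 mM KH2PO4 pH 8.2 + 0.02% Tween-20; cpd via pin tool; 1 mM Gln soln; GluOx/HRP/Amplex Red; RT 30 min; fluor. t0 & final.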
JMJD2A Tudor inh – qHTS Assay for Inhibitors of JMJD2A-Tudor Domain; Lysine-specific demethylase 4A (Homo sapiens), O75164; AlphaScreen JMJD2A-Tudor / H3K4me3 peptide binding; Potency, µM (doses to about 114 µM), inactives show at the highest dose activity change, negative = inhibition, usual class: inhibitors; actives 4.4% (n = 390,000); AID 504339, 2011; further: potency means the concentration at half of the fitted maximal effect; on the % scale 0 is the no-effect control and ±100 the full control effect; nearly all actives have a fitted effect of over 50% in size
The depositor's hits bear a star; i = inactive; ? = inconclusive; · = no result given; [ ] = dose if it differs, or a comment. Unless noted, the call rests on the fitted dose curve; in most records, active means well fitted curve in the direction sought with a large enough effect; inconclusive means small, poorly fitted or top-dose-only effect, or another doubt; inactive means no such curve, though single readings can be large; an effect the other way counts as inactive or inconclusive. The list is partial, so the mix of outcomes need not match the whole.

SMILES | RGS4 inhibitor | HP1b chromo inh | PI4K2A block | ALOX12 inh | G9a block | BAZ2B block | ERG Ets-DNA blk | GLS inhibitor | JMJD2A Tudor inh
COc1cc(C2c3[nH]c4ccccc4c3CC3COC(=O)N32)cc(OC)c1O (stereo not drawn) | -43% | -4% | 2 | ? | · | · | 5% | 18% | -26%
CCCCCN(C(=O)CCC(=O)OCC(=O)c1c(C)cc(C)cc1C)c1c(N)n(CCCC)c(=O)[nH]c1=O | -2% | 18% | -1 | ? | -2%[12.7 µM] | 8% | -2% | -1% | -1%
C=CCON1C(=O)C(=O)N(OCC=C)[C@H]2CCCC[C@H]21 | 8% | 38% | 0 | 10% | 17%[59 µM] | 1% | 9% | 2% | -5%
COc1ccc(CNC(=O)COC(=O)Cc2ccc(Cl)cc2Cl)cc1 | 32% | 9% | -9 | -12% | 58%[activator][59 µM] | 13% | 4% | 1% | -9%
CCCC(c1nnnn1CS(=O)(=O)c1ccc(C)cc1)N1CCN(c2ccccc2)CC1 (stereo not drawn) | 0% | 21% | -3 | ? | 1%[12.7 µM] | -1% | 8% | 4% | -17%
O=C(COC(=O)c1ccc(F)cc1)Nc1nc2ccc([N+](=O)[O-])cc2s1 | -2% | 18% | 3 | -10% | 4% | -23% | 5% | 0% | -8%
COc1ccccc1CNC(=O)C1CCN(S(=O)(=O)c2c(C)noc2/C=C/c2c(C)cc(C)cc2C)CC1 | -21% | 19%[57 µM] | 2 | -17% | -5%[59 µM] | -4% | -11% | 0% | -7%
CCN(C(=O)COc1ccccc1[N+](=O)[O-])C1CCS(=O)(=O)C1 (stereo not drawn) | -4% | 37% | 1 | -7% | 8%[59 µM] | 5% | -8% | -3% | -9%
COc1ccc(CCN2CC(C(=O)N3CCC(OC)CC3)CCC2=O)cc1 (stereo not drawn) | -14% | 48%[activator] | 4 | i | 52% | -4% | 18% | -10% | 4%
c1ccc(-c2n[nH]c3c2CCC3)cc1 | 11% | 27% | 4 | 6% | -11%[59 µM] | -22% | -11% | 3% | 0%
COc1ccc(CNC(=S)Nc2cc(OC)ccc2OC)cc1 | -50% | -11% | -2 | ? | 15%[59 µM] | -39% | -17% | 15% | -24%
CN(c1ccc(C(=O)NCc2ccc3c(c2)OCO3)cc1)S(=O)(=O)c1ccccc1 | 9% | 23% | -5 | ? | -13% | -7% | -3% | -3% | -28%
COc1ccc(Cl)cc1NC(=S)Nc1ccc(Cl)cn1 | -5%[56.9 µM] | 63%[activator] | 3 | -11% | -5% | -9% | -13% | -9% | -6%
CCOc1ccc(N2CC(C(=O)Nc3ccc(F)cc3F)CC2=O)cc1 (stereo not drawn) | -12% | 41%[activator] | -2 | 0% | 20% | 35%[activator] | 1% | -7% | -4%
C=CCOc1ccccc1CNn1nnnc1N | 3% | 18% | -5 | -7% | -1%[12.7 µM] | -2% | 6% | 3% | -8%
Cc1cc(C)c(C)c(OCC(=O)N2CCN(c3ccccn3)CC2)c1 | -12% | 22% | -6 | 0% | · | -16% | 21% | 10% | -14%
Cc1cc(C)c2c(c1)c(C)cc1nnc(SCC(=O)c3cccs3)n12 | -19% | 6% | 1 | · | 3.2µM* | 1% | 2% | 0% | ?
COc1ccc(NC(=O)CCc2nc3cccnc3n2-c2ccccc2)c(OC)c1 | -10% | -7% | 5 | -5% | ? | ? | -1% | -12% | ?
Cc1ccccc1NC(=O)CC1SC(=NC2CCCCC2)NC1=O (stereo not drawn) | -42% | 53%[activator] | -1 | -12% | -27%[59 µM] | 10% | 5% | 5% | -9%
CC1(C)CC(=O)C(C=NCCCN2CCOCC2)=C(O)C1 | 7%[11.4 µM] | 3% | 2 | ? | 0% | -2% | 3% | -17% | -9%[11.4 µM]
CC1CN(S(=O)(=O)c2cccc(C(=O)NCC3COc4ccccc4O3)c2)CC(C)O1 (stereo not drawn) | -12% | 28% | 6 | -6% | ? | 0% | 5% | -2% | -9%
CCCCn1nc2cc(C(=O)NCc3cc(C(F)(F)F)cc(C(F)(F)F)c3)ccc2c1OC | 1% | 26% | -2 | 0% | -27%[59 µM] | 0% | 15% | 1% | -9%
O=C1CC(c2ccccc2)CC(=NCCO)/C1=C(\O)CCCN1C(=O)c2ccccc2C1=O (stereo not drawn) | 1% | 11% | -1 | -8% | -31% | -35% | -8% | 10% | -9%
O=C(Nc1ccccc1C(=O)O)c1ncn[nH]1 | -5% | 31% | -2 | 1% | 10µM* | ? | 1% | 5% | -28%
Cc1cccc(C)c1NC(=O)CN(C)C(=O)c1cccc(S(=O)(=O)N2CCN(c3ccc(F)cc3)CC2)c1 | -28% | 25% | 0 | 11% | ? | -6% | 5% | 1% | -27%
Cc1cc2ncc(C(N)=O)cn2n1 | 17% | 23% | -3 | -7% | -6% | -6% | -6% | 5% | -2%
CCN1CCCC1CNC(=O)c1c(O)c2c([nH]c1=O)CCCC2 (stereo not drawn) | -12% | 30% | -1 | -7% | -10%[12.7 µM] | ? | 0% | 7% | -14%
Cc1nn(-c2ccccc2)c(NC(=O)c2cccs2)c(-c2ccccc2)c1=O | -23% | 32% | -10 | -23% | -5%[59 µM] | -11% | 10% | 26% | -17%
COc1ccc(-n2nc(C(=O)NCC(=O)N3CCOCC3)c3ccccc3c2=O)c(OC)c1 | -10% | -18% | 0 | -2% | 13% | 4% | 0% | 8% | -6%
CCN1C(=O)[C@@H]2[C@H](C1=O)[C@@H]1C(=O)Nc3ccccc3C(=O)N1[C@@H]2c1ccc(OC)cc1 | -9% | 25% | -4 | -23% | 2%[2.33 µM] | -24% | 15% | 0% | -8%
CCCNC(=O)c1ccccc1NC(=O)COc1cccc2c1OC(C)(C)C2 | -11% | 6% | 3 | -5% | -23% | 8% | 5% | -2% | -18%
C/C(=N\Nc1nc2ccccc2[nH]1)c1cccs1 | 2% | -7% | -3 | ? | ? | -36% | -6% | 0% | ?
Cc1ccc(C(=O)NCCSc2ccc(Cl)cc2)cc1S(=O)(=O)Nc1ccccc1 | 0% | 12% | 2 | 2%[57.4 µM] | -3%[59 µM] | -4%[57.1 µM] | · | 11% | -19%
CCOC(=O)c1nn(-c2cccc(C)c2)c2nnc(Cc3ccc(C)cc3)c(=O)n12 | -16% | 18% | -3 | -29% | 40%[59 µM] | -1% | 0% | 4% | -10%
CCOC(=O)Cc1csc(NC(=O)c2ccc(Br)o2)n1 | -19% | 24% | 6 | ? | 9% | ? | 1% | -7% | -16%
Cc1cc(=O)[nH]c(N/N=C/c2c(C)nn(-c3ccc(F)cc3)c2Cl)n1 | -31% | 28% | 1 | 13% | ? | ? | -2% | -13% | -2%
CCOC(=O)C(C)Sc1ncc(OC)c(=O)[nH]1 (stereo not drawn) | 9% | 18% | 9 | 21% | 14%[59 µM] | -3% | -2% | -2% | -14%
CC(C)c1cc(=O)[nH]c(N2CCN(Cc3ccc4c(c3)OCO4)CC2)n1 | 32% | 10% | 0 | -22% | -2%[0.501 µM] | -17% | 12% | 6% | -15%
CS(=O)(=O)N(Cc1ccc(C(=O)NN=C2CCCC2)cc1)c1ccccc1 | -8% | 20% | -4 | 20% | 19%[59 µM] | -24% | 8% | 6% | -17%
CC(=O)Nc1ccc(/C=C/c2nc(-c3ccccc3O)n(-c3ccccc3)n2)cc1 | -21% | 17% | -2 | ? | -1%[59 µM] | 1% | 0% | 2% | -12%
O=C(CCc1ccc(S(=O)(=O)N2CCOCC2)cc1)NCCCN1CCCC1=O | 20% | 7% | 3 | -8% | ? | -5% | -9% | -3% | -8%
Cc1cc(=O)oc2cc(O)c(N=Nc3ccccc3)cc12 | -5% | 36% | 5 | 0% | · | -16% | 4% | -11% | ?
OCC(Cc1ccccc1)NCc1ccccc1C(F)(F)F (stereo not drawn) | -1% | -4% | -7 | -22% | 12%[59 µM] | 10% | 6% | 4% | -6%
COc1ccc(N2CCN(C(CNC(=O)COc3ccccc3)c3ccco3)CC2)cc1 (stereo not drawn) | -16% | ? | -3 | -2% | -40% | 5% | -6% | 26% | ?
C=C(CC1([C@@H](NP(=O)(c2ccccc2)c2ccccc2)[C@H]2C[C@@H]2CCCC)CC1)c1ccccc1 | -16% | 9% | -3 | ? | ? | -22% | 3% | -3% | -17%
CC(C)CCNC(=O)CN(C(=O)CCC(=O)Nc1ccccn1)c1ccc(F)c(Cl)c1 | 12% | 25% | -4 | -14% | 14% | 6% | 2% | 7% | -7%
